# DUSP3 inh: DUSP3 (human) phosphatase inhibition | P51452 | recombinant VHR phosphatase, pNPP absorbance | inhibition, % at 13.3 µM | 290,000 compounds, 0.52% hits | AID 1654; in the data active = inhibition above about 50%; also: some compounds called inactive have numbers as strong as hits
# Target sequence (P51452 whole entry, looked up): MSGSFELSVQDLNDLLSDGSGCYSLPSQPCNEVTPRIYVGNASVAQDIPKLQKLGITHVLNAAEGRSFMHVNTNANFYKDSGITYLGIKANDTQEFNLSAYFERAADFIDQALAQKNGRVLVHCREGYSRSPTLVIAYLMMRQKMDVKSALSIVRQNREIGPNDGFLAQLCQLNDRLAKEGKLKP
# MazEF act: increases E. coli MazEF RNase cleavage of RNA | P0AE70 | FAM/BHQ RNA-DNA oligo cleavage fluorescence, 5 h | activation, % at 20 µM | 350,000 compounds, 0.32% hits | AID 504720; in the data active = activation above about 50%
# Target sequence (P0AE70 whole entry, looked up): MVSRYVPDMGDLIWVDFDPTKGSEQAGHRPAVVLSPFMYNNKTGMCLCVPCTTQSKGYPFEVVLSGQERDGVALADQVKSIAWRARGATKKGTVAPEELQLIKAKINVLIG
# TcdB inh: TcdB glycohydrolase inhibition. inhibition, % at 9.99 µM. TcdB glycohydrolase enzymatic assay, plate reader. 350,000 compounds, 0.24% hits. P18177. AID 652162; in the data active = inhibition above about 10%
# PfHsp40 yeast: restores yeast growth despite PfHsp40 toxicity. S. cerevisiae expressing PfHsp40, growth rescue, ATP luminescence. growth rescue, % at 12.5 µM. 340,000 compounds, 0.68% hits. AID 504582; in the data active = growth rescue above about 28%, passing the limit was not always enough; inconclusive = no clear call, values can overlap the other calls;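 also: yeast W303a lacking pdr1 and pdr3 grown in galactose medium; growth measured after three days at 30 °C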
# BH1578 lux ind: induces V. cholerae light production without autoinducers; V. cholerae BH1578 lux reporter, luminescence, 6 h; activation, % at 18.7 µM; 350,000 compounds, 0.16% hits; AID 588436; in the data active = activation mostly above about 9.7%, no sharp cut-off; inconclusive = no clear call, values can overlap the other calls; inactive = mostly below about 3.7%; also: not every result past the cut was called active; inactives centre near 0; reference of the scale not given here
# Rv3671c inh: Rv3671c (M. tuberculosis) protease inhibition; P9WHR9; 320,000 compounds, 0.048% hits; inhibition, % at 5.96 µM; in the data active = inhibition above about 38%;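 also: extracellular domain of Rv3671c used as enzyme; 0% = enzyme with DMSO and 100% = no enzyme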
# Target sequence (P9WHR9 whole entry, looked up, the tested form may be a part): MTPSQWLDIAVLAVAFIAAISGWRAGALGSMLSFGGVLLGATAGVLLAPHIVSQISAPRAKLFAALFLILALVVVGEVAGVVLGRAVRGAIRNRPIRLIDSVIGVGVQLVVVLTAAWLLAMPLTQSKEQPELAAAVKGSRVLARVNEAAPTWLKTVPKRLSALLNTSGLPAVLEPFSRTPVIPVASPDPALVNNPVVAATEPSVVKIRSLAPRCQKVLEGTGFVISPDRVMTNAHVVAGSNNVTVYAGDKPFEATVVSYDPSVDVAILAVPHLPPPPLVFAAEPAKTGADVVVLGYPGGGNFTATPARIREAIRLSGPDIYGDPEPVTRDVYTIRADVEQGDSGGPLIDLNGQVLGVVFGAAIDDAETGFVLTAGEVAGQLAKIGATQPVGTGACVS
# Anthrax LF inh2: anthrax lethal factor protease inhibition | P15917 | multiplex microsphere protease cleavage assay, LF | inhibition, % at 10 µM | 360,000 compounds, 0.12% hits | AID 588501; in the data active = inhibition above about 30%; inconclusive = no clear call, values can overlap the other calls; also: plate controls were buffer without enzyme for full effect and enzyme alone for no effect
# PriA SSB inh: blocks PriA binding to SSB C-terminal tail; AlphaScreen SSBct-PriA binding, biotinylated peptide; inhibition, % at 33 µM; 430,000 compounds, 0.6% hits; in the data active = inhibition mostly above about 37%, no sharp cut-off; inactive = mostly below about 20%;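 also: plate controls were negative control peptide for no effect and reference peptide for full effect; strong numbers were not always called active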
# SARS 3CLpro inh: SARS-CoV 3CLpro protease inhibition; inhibition, % at 6 µM; AID 1706; 290,000 compounds, 0.14% hits; P0C6X7; recombinant SARS-CoV 3CLpro, quenched FRET peptide cleavage; in the data active = inhibition above about 12%
# Yp Topo-I inh: blocks Yersinia pestis topoisomerase I activity. Y. pestis Topo-I cleavage product accumulation, plate reader. activity, % at 10 µM. 360,000 compounds, 0.064% hits; in the data active = activity above about 50%, passing the limit was not always enough; inconclusive = no clear call, values can overlap the other calls; also: inactives centre near 2
# * = called active by the depositor; i = inactive; ? = inconclusive; nt = no result given; & = joins results of further samples.
# Abbreviations: A = DUSP3 inh; B = MazEF act; C = TcdB inh; D = PfHsp40 yeast; E = BH1578 lux ind; F = Rv3671c inh; G = Anthrax LF inh2; H = PriA SSB inh; I = SARS 3CLpro inh; J = Yp Topo-I inh
CC1CCCC(NC(=O)c2ccc3snnc3c2)C1C (stereo unspecified)
  A: 7	B: 10	C: 0.5	D: -0.2	E: i	F: -4	G: 1	H: 13	I: -3	J: 6

COc1cc2c(cc1OC)C(C(=O)N1CCCCC1)C(c1ccccc1F)N(C)C2=O (stereo unspecified)
  A: 7	B: 5	C: nt	D: -0.9	E: -0.2	F: -9	G: -7	H: 1	I: -3	J: 0

CC(=O)c1ccc(S(=O)(=O)N2CCN(C(=O)CSc3ccc(C)c(C)c3)CC2)cc1
  A: 29	B: -1	C: 1.1	D: 0.2	E: -2.2	F: -10	G: 2	H: 2	I: 5	J: 35

O=C(NN(C(=O)C1CC1)c1nc2ccccc2s1)C1CC1
  A: -8	B: -17	C: 1.4	D: -1.6	E: i	F: 4	G: 1	H: -1	I: 4	J: 5

CCCc1nc2ccccc2c(=O)n1NC(=O)c1c(O)c2cccc3c2n(c1=O)CCC3
  A: 22	B: -1	C: nt	D: -0.3	E: -0.1	F: 5	G: -1	H: 2	I: 4	J: 14

CCc1nnc(N2C(=N)SCC2=O)s1
  A: 15	B: 9	C: 2.8	D: -1.3	E: i	F: -6	G: 3	H: 6	I: 1	J: 5

COc1ccc(N2CCN(C(=O)C(=O)c3c(C)n(C)c4ccccc34)CC2)cc1
  A: 12	B: 0	C: 1.1	D: 0.0	E: 0.1	F: -10	G: 6	H: 1	I: -2	J: -12

O=C(CN1C(=O)S/C(=C/c2cccnc2)C1=O)N1CCOCC1
  A: -5	B: 13	C: 0.0	D: 0.8	E: i	F: -1	G: -1	H: -9	I: 4	J: 4

COc1ncccc1-c1nnn(-c2ccc(F)cc2)n1
  A: 7	B: 1	C: 2.5	D: -0.9	E: -0.2	F: 4	G: 4	H: -9	I: -2	J: 9

C=CCn1c(C)cc(C)c(C#N)c1=O
  A: 8	B: 6	C: nt	D: 1.1	E: 1.7	F: 3	G: -5	H: 0	I: -4	J: 5

CCOc1cc(C(C(=O)NCC2CCCO2)N(C(=O)Cn2nnc3ccccc32)c2ccccc2C)ccc1O (stereo unspecified)
  A: 13	B: 2	C: -2.5	D: 1.9	E: -5.6	F: 0	G: 3	H: -6	I: 7	J: 16

N#Cc1c(-c2ccco2)ccn(Cc2ccc(F)cc2)c1=O
  A: 9	B: 6	C: 1.7	D: 1.0	E: -0.3	F: -1	G: -6	H: -4	I: -2	J: 10

CN(C)C(=O)c1ccc(N/C=C(\C=O)c2nc3ccccc3o2)cc1
  A: 15	B: -9	C: -0.2	D: -0.4	E: -0.2	F: -2	G: -2	H: -20	I: -4	J: 1

COc1ccc(/C=C2\SC(=S)N(N3CCOCC3)C2=O)c(OC)c1
  A: 15	B: -31	C: -1.1	D: -1.0	E: -0.6	F: 4	G: 18	H: -18&-6	I: 4	J: -1

Cc1nc2cc(N3CCCCC3)c(NC(=O)c3ccncc3)cc2c(=O)n1Cc1ccccc1
  A: 10	B: -41	C: nt	D: 1.3	E: nt	F: nt	G: 7	H: 3	I: 5	J: 7

# Of the compounds above, these have sulfur:
# Abbreviations: A = DUSP3 inh; B = MazEF act; C = TcdB inh; D = PfHsp40 yeast; E = BH1578 lux ind; F = Rv3671c inh; G = Anthrax LF inh2; H = PriA SSB inh; I = SARS 3CLpro inh; J = Yp Topo-I inh
CC1CCCC(NC(=O)c2ccc3snnc3c2)C1C (stereo unspecified)
  A: 7	B: 10	C: 0.5	D: -0.2	E: i	F: -4	G: 1	H: 13	I: -3	J: 6

CC(=O)c1ccc(S(=O)(=O)N2CCN(C(=O)CSc3ccc(C)c(C)c3)CC2)cc1
  A: 29	B: -1	C: 1.1	D: 0.2	E: -2.2	F: -10	G: 2	H: 2	I: 5	J: 35

O=C(NN(C(=O)C1CC1)c1nc2ccccc2s1)C1CC1
  A: -8	B: -17	C: 1.4	D: -1.6	E: i	F: 4	G: 1	H: -1	I: 4	J: 5

CCc1nnc(N2C(=N)SCC2=O)s1
  A: 15	B: 9	C: 2.8	D: -1.3	E: i	F: -6	G: 3	H: 6	I: 1	J: 5

O=C(CN1C(=O)S/C(=C/c2cccnc2)C1=O)N1CCOCC1
  A: -5	B: 13	C: 0.0	D: 0.8	E: i	F: -1	G: -1	H: -9	I: 4	J: 4

COc1ccc(/C=C2\SC(=S)N(N3CCOCC3)C2=O)c(OC)c1
  A: 15	B: -31	C: -1.1	D: -1.0	E: -0.6	F: 4	G: 18	H: -18&-6	I: 4	J: -1

# In a second layout: results already given
smiles: CCCc1nc2ccccc2c(=O)n1NC(=O)c1c(O)c2cccc3c2n(c1=O)CCC3
  DUSP3 inh = 22
  MazEF act = -1
  TcdB inh = nt
  PfHsp40 yeast = -0.3
  BH1578 lux ind = -0.1
  Rv3671c inh = 5
  Anthrax LF inh2 = -1
  PriA SSB inh = 2
  SARS 3CLpro inh = 4
  Yp Topo-I inh = 14
smiles: CCc1nnc(N2C(=N)SCC2=O)s1
  DUSP3 inh = 15
  MazEF act = 9
  TcdB inh = 2.8
  PfHsp40 yeast = -1.3
  BH1578 lux ind = i
  Rv3671c inh = -6
  Anthrax LF inh2 = 3
  PriA SSB inh = 6
  SARS 3CLpro inh = 1
  Yp Topo-I inh = 5

# More records:
# Abbreviations: A = DUSP3 inh; B = MazEF act; C = TcdB inh; D = PfHsp40 yeast; E = BH1578 lux ind; F = Rv3671c inh; G = Anthrax LF inh2; H = PriA SSB inh; I = SARS 3CLpro inh; J = Yp Topo-I inh
Cn1c(N2CCN(C(=O)Nc3ccc(F)cc3)CC2)nc2ccccc21
  A: 13	B: 8	C: nt	D: -0.4	E: -0.2	F: 4	G: -1	H: -9	I: 6	J: -1

CCOC(=O)COc1cc(-n2c(=S)[nH]c3ccccc3c2=O)c(Cl)cc1Cl
  A: 28	B: -18	C: 0.6	D: 0.3	E: i	F: -1	G: -6	H: -5	I: 0	J: -10

CC(C)(C)NC(=O)c1ccc2c(c1)C1C3CCC(C3)C1C(c1ccccc1)N2 (stereo unspecified)
  A: 5	B: 13	C: nt	D: -1.1	E: -0.2	F: 1	G: 0	H: 5	I: 2	J: 12

O=C(Cn1nnnc1CN1CCOCC1)N1CCC(c2cccc(Cl)c2)C1 (stereo unspecified)
  A: 10	B: -4	C: -3.1	D: 0.3	E: -0.8	F: -5	G: 6	H: -7	I: -2	J: 14

O=C(Nc1ccc(Cl)cc1C(=O)c1ccccc1Cl)c1ccco1
  A: -17	B: 15	C: nt	D: -0.3	E: -0.3	F: -3	G: -2	H: -4	I: 3	J: 0

C[C@@H]1CN([C@H](C)CO)C(=O)CCCn2nncc2CO[C@@H]1CN(C)C(=O)Nc1ccc(N2CCN(C)CC2)cc1
  A: nt	B: -7	C: -0.5&-2.8	D: nt	E: -0.4	F: nt	G: 0	H: nt	I: nt	J: -9

O=C(NNc1ccccc1C(F)(F)F)c1sccc1Br
  A: -15	B: -9	C: -5.3	D: 3.7	E: 0.8	F: -1	G: -7	H: -13	I: 10	J: -4

Cc1cccc(C)c1NC(=O)CN(C)C(=O)c1ccccc1Sc1ccccc1C#N
  A: nt	B: -3	C: 1.8	D: -0.3	E: -2.9	F: -3	G: -8	H: -1	I: nt	J: 8

CCN(Cc1ccccc1)C(=O)CCNS(=O)(=O)c1ccc2c(c1)CC(C)N2C(C)=O (stereo unspecified)
  A: 23	B: 5	C: 0.1	D: 0.1	E: -0.2	F: 7	G: 0	H: 0	I: 3	J: -5

CC1(C(=O)Nc2ccccc2)Cc2c(-c3cccc(C(F)(F)F)c3)ccnc2O1 (stereo unspecified)
  A: nt	B: nt	C: -0.6	D: nt	E: i	F: nt	G: -5	H: nt	I: nt	J: 42

O=C(CCn1nnc(-c2cccs2)n1)N1CCc2ccccc2C1
  A: 18	B: 16	C: -0.3	D: -1.3	E: -6.7	F: -6	G: -13	H: -1	I: 1	J: 11

CCOC(=O)N1CCN(C(=O)COC(=O)C2CCN(S(=O)(=O)c3c(Cl)cccc3Cl)CC2)CC1
  A: nt	B: -1	C: 1.3	D: -1.0	E: -2.2	F: 1	G: ?	H: 5	I: nt	J: 5

# Screening data as filed in PubChem BioAssay.

# The list is partial, so the mix of outcomes need not match the whole.
